CHOP UPR activ: activators of apoptotic CHOP UPR arm, primary screen, cell-based, CHO-CHOP luciferase reporter, luminescence, uHTS; UPR activation; percent of tunicamycin response over DMSO baseline; activation, % at 10 µM; 330,000 tested, 0.34% active;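 active means at 10 µM dose, activation of 40% or more, normalized to positive control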;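 further: 100% = tunicamycin at 10 µg/mL and 0% = DMSO alone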
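System: CHO-CHOP luciferase reporter cell line | Buffer or medium: F12 medium containing 10% fetal bovine serum | Doses: One dose, 10 µM in 0.5% DMSO | Times: 6 h compound exposure at 37 °C after overnight seeding | Signal: Luciferase luminescence | Read-out: % activation vs tunicamycin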
EBI2 block: EBI2 receptor antagonists, beta-arrestin recruitment, primary screen, cell-based, luminescence, 7a,25-OHC stimulation, uHTS | 360,000 tested, 0.81% active | inhibition, % at 5 µM | 7a,25-OHC stimulated | G-protein coupled receptor 183 (Homo sapiens), P32249 | AID 651636, 2012; in the data active means inhibition above about 38%;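 further: enzyme fragment complementation signal reports receptor beta-arrestin coupling in cells; 0% = agonist plus DMSO wells and 100% = wells without agonist; some results beyond the cut were filed as inactive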
Target sequence (P32249 whole entry, looked up, the tested form may be a part): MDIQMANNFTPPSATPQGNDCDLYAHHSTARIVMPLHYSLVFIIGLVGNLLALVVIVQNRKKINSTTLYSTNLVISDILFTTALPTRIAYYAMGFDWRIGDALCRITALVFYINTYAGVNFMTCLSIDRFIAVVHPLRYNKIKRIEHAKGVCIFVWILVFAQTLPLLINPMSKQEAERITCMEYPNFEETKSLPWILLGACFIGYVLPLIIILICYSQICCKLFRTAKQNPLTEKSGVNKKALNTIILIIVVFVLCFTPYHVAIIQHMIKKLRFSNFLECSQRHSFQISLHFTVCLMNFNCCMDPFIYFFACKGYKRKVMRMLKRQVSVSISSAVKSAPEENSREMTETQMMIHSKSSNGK
Gli-Sufu block: Gli-Sufu pathway antagonists, primary screen, luciferase luminescence, Sufu-KO-LIGHT cells, uHTS | inhibition, % at 5 µM | 340,000 tested, 0.74% active | AID 588413, 2011 | Sufu-KO-LIGHT fibroblasts, Gli luciferase reporter luminescence;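 active means inhibition above about 55%, limit read from the data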;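 further: 0% = DMSO-treated cells and 100% = wells with medium but no cells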
Jurkat NFkB inh: inhibitors of induced NF-kB luciferase reporter, primary screen, TCR NF-kB activation inhibitor project, cell-based, luminescence, uHTS; Jurkat, PMA/ionomycin-induced NF-kB luciferase reporter; inhibition, % at 4 µM; 330,000 tested, 0.53% active; AID 435003, 2010; in the data active means inhibition above about 50%
Mdm2-MdmX inh: inhibitors of human Mdm2-MdmX association, primary screen, cell-based, luminescence, split luciferase, SaOS-2, uHTS. SaOS-2 split-luciferase Mdm2/MdmX complementation. 330,000 tested, 3% active. Protein Mdm4 (Homo sapiens) + E3 ubiquitin-protein ligase Mdm2 (Homo sapiens), …. inhibition, % at 8 µM;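 active means inhibition of at least 50% at 8 µM in the primary screen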
CCR6 antagonist: CCR6 receptor antagonists, primary screen, cell-based, CHO-K1, luminescence, beta-arrestin, uHTS; C-C chemokine receptor type 6 (Homo sapiens), P51684; inhibition, % at 20 µM; CHO-K1 CCR6 PathHunter beta-arrestin, CCL20-stimulated; 340,000 tested, 0.49% active;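 active means compounds whose inhibition of the agonist-driven luminescence signal at 20 µM reaches about 50%, limit read from the data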;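 further: cells stimulated with CCL20 at 14 nM final; plate controls were DMSO with CCL20 for no effect and DMSO without agonist for full effect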
Target sequence (P51684 whole entry, looked up): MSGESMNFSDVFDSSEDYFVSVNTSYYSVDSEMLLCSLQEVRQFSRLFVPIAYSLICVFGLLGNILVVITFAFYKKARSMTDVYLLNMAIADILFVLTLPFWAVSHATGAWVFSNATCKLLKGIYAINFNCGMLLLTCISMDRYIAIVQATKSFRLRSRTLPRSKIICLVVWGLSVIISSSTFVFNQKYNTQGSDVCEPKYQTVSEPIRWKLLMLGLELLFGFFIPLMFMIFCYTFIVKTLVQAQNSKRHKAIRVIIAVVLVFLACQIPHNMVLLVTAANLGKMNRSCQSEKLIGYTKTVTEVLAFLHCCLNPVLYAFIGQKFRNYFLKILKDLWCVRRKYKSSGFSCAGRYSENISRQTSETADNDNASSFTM
UPR XBP1 act: activators of adaptive XBP1 UPR arm, primary screen, cell-based, CHO-XBP1 luciferase reporter, luminescence, uHTS; IRE1-XBP1 UPR activation; percent of tunicamycin response, DMSO as zero; activation, % at 20 µM; 330,000 tested, 0.33% active; AID 463104, 2010;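 active means versus positive control, 20 µM dose yields 30% or more activation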;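 further: 100% = tunicamycin at 10 µg/mL and 0% = DMSO only wells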
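Material: CHO cell line with stable XBP1 luciferase reporter; schedule: 16-18 h cell attachment at 37 °C, then 6 h compound exposure; signal: glow luminescence from Steady-Glo reagent; medium: serum-containing F12 medium, 10% FBS; benchmarks: tunicamycin 10 µg/mL and vehicle-only wells; read-out: percent activation relative to tunicamycin reference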
697 NFkB inh: inhibitors of PMA/ionomycin-induced NF-kB reporter, 697 cells, primary screen, B-cell NF-kB inhibitor project, cell-based, luminescence, uHTS. 697 B-cell NF-kB luciferase reporter, 16 h. inhibition, % at 4 µM. 330,000 tested, 0.33% active; in the data active means inhibition above about 35%
CXCR6 inh: CXCR6 receptor inhibitors, primary screen, cell-based, beta-arrestin, luminescence, CHO-K1 PathHunter, 1536-well. inhibition, % at 20 µM. 360,000 tested, 0.36% active. AID 602244, 2012; in the data active means inhibition above about 34%, passing the limit was not always enough;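 further: antagonist mode with CXCL16 agonist at 10 nM final; 0% = 10 nM CXCL16 with DMSO and 100% = unstimulated wells without agonist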
Target sequence (O00574 whole entry, looked up): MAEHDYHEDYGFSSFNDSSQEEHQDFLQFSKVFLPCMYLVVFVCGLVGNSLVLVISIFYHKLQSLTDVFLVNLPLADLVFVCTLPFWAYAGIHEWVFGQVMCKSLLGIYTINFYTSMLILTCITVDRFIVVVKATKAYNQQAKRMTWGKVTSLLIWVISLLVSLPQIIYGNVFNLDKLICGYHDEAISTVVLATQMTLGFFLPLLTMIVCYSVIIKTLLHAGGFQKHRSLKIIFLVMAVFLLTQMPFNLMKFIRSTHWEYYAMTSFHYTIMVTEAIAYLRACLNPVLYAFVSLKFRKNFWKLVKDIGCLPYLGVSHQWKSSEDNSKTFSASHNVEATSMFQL
An asterisk follows results filed as active; . = no result given. Not a hit list; about 5% have a hit in one of these screens.

SMILES	CHOP UPR activ	EBI2 block	Gli-Sufu block	Jurkat NFkB inh	Mdm2-MdmX inh	CCR6 antagonist	UPR XBP1 act	697 NFkB inh	CXCR6 inh
O=C(Nc1nnc(-c2cccnc2)s1)c1cccs1	0.1	-2	4	-12	24	1	-1	-16	-1
COc1cc(C(=O)N/N=C/c2ccc(OC(=O)c3ccccc3Cl)cc2)ccc1O	0.7	-39	-5	-2	2	5	-5	13	-7
CC(C)Cc1nc2oc3c(Cl)ncnc3c2c2c1CCC2	3.4	48*	20	7	100*	23	8	17	15
Cc1nn(C)c(C)c1S(=O)(=O)N1CCCC(C(=O)NC2CCCCCC2)C1 (configuration not stated)	-1.8	1	-2	2	4	-2	2	16	3
Cn1c(=O)c2nc(-c3ccccc3)c(-c3ccccc3)nc2n(C)c1=O	1.0	3	8	7	9	18	0	-13	5
CC(=NO)c1ccc2c(c1)C(=NO)c1ccccc1-2	.	-7	-8	.	.	-7	.	.	-20
Cc1ccc(C(=O)Nc2c(C)n(C)n(-c3ccccc3)c2=O)cc1	-1.3	-13	-5	8	20	4	1	22	-12
Cc1cc(C)c2nc(C(F)(F)F)c(C#N)c(N)c2c1	1.1	-19	-8	2	71*	-28	-1	-15	0
CC(=O)N1CCN(C(=O)CSc2nc3c(cnn3-c3ccccc3)c(=O)[nH]2)CC1	-1.9	-6	-15	7	10	-2	0	1	-19
CCOC(=O)CC(NS(=O)(=O)c1ccc2[nH]c(=O)sc2c1)c1ccc(C)cc1 (configuration not stated)	0.3	2	.	8	5	1	-2	-18	3
Cn1c2c(c(=O)n(C)c1=O)C(c1ccccc1Cl)C(C#N)=C(N)O2 (configuration not stated)	-1.0	-16	13	-1	28	-1	4	15	-1
COC1(OC)N=C(N)C2(C#N)C(c3ccccc3)NC(C)=CC12C#N (configuration not stated)	0.8	-2	-16	9	1	1	-2	13	-3

Record cards, as listed above:
Cc1nn(C)c(C)c1S(=O)(=O)N1CCCC(C(=O)NC2CCCCCC2)C1 (configuration not stated) is listed as CHOP UPR activ = -1.8; EBI2 block = 1; Gli-Sufu block = -2; Jurkat NFkB inh = 2; Mdm2-MdmX inh = 4; CCR6 antagonist = -2; UPR XBP1 act = 2; 697 NFkB inh = 16; CXCR6 inh = 3
CCOC(=O)CC(NS(=O)(=O)c1ccc2[nH]c(=O)sc2c1)c1ccc(C)cc1 (configuration not stated) is listed as CHOP UPR activ = 0.3; EBI2 block = 2; Gli-Sufu block = .; Jurkat NFkB inh = 8; Mdm2-MdmX inh = 5; CCR6 antagonist = 1; UPR XBP1 act = -2; 697 NFkB inh = -18; CXCR6 inh = 3
Cc1cc(C)c2nc(C(F)(F)F)c(C#N)c(N)c2c1 is listed as CHOP UPR activ = 1.1; EBI2 block = -19; Gli-Sufu block = -8; Jurkat NFkB inh = 2; Mdm2-MdmX inh = 71*; CCR6 antagonist = -28; UPR XBP1 act = -1; 697 NFkB inh = -15; CXCR6 inh = 0

The listing picks up; the 2 compounds before the break are reprinted first.
SMILES	CHOP UPR activ	EBI2 block	Gli-Sufu block	Jurkat NFkB inh	Mdm2-MdmX inh	CCR6 antagonist	UPR XBP1 act	697 NFkB inh	CXCR6 inh
Cn1c2c(c(=O)n(C)c1=O)C(c1ccccc1Cl)C(C#N)=C(N)O2 (configuration not stated)	-1.0	-16	13	-1	28	-1	4	15	-1
COC1(OC)N=C(N)C2(C#N)C(c3ccccc3)NC(C)=CC12C#N (configuration not stated)	0.8	-2	-16	9	1	1	-2	13	-3
c1ccc(-c2ccc(-c3ccccn3)nn2)nc1	-6.7	.	.	-62	25	.	-3	-85	.
O=C(CN(Cc1ccccc1)S(=O)(=O)c1cccc(C(F)(F)F)c1)NC1CCCCC1	-0.6	10	5	0	18	8	-2	11	-1
Cc1cc(NC(=O)c2ccc(C#N)cc2)on1	1.5	-9	-1	-1	23	-1	3	3	-12
CC(CC(=O)NNC(=O)c1ccncc1)c1ccccc1 (configuration not stated)	-1.1	-6	-12	-11	1	-2	-1	-5	-7
CN(C)CCOC1c2ccccc2CSc2ccccc21 (configuration not stated)	2.4	12	3	-27	3	8	-2	7	5
O=C(NC1CCN(C(=O)NCc2ccccc2)CC1)c1cccc(F)c1	1.3	-5	-8	16	-15	6	6	13	1
CC1CN(C)CCC1OC(=O)c1ccccc1 (configuration not stated)	2.6	-7	4	1	8	10	0	-3	14
COc1ccc2c(c1)c(=O)c(C(=O)c1ccc(C)cc1)cn2CC(=O)Nc1ccc(F)cc1	1.3	4	7	10	1	9	0	17	-1
CCCC1(c2ccccc2)NC(=O)NC1=O (configuration not stated)	1.7	-11	-22	2	-8	5	-2	4	4
Cc1ccc(C)c(-n2nnnc2SCC(=O)NCCC2=CCCCC2)c1	-0.3	7	4	7	26	13	-3	8	-8
O=C(Nc1nnc(-c2ccc3c(c2)CCCC3)o1)C1COc2ccccc2O1 (configuration not stated)	3.0	-11	-20	-8	-7	0	5	-24	2
CCOC(=O)CC(=O)Nc1nnc(CC(C)C)s1	2.0	3	2	1	3	2	-1	4	1
CCc1nc2sc3ccccc3c(=O)c2c(=O)n1CCOC	-0.9	0	.	-2	-47	-8	1	-14	-6
COc1cc(CC(=O)Nc2ccc3nc(SC)sc3c2)cc(OC)c1OC	2.5	-2	8	8	-5	7	-2	20	-1
COc1cccc(-n2nc(-c3ccnn3-c3ccc(C)cc3)c(=O)n(C)c2=O)c1	1.7	-2	-6	2	25	-1	-1	-5	10
COc1ccc(Br)cc1S(=O)(=O)N(CC(=O)N1CCOCC1)c1ccccc1	-0.9	-15	3	-12	-14	5	-4	5	1
CCc1nnc(NC(=O)CCC(=O)N2CCN(Cc3ccc(C)cc3C)CC2)s1	0.9	-7	-2	6	12	-15	-2	1	6
CC(C)(C)OC(=O)C[C@@H]1C/C=C\C[C@H](CC(=O)NCCO)C(=O)N[C@@H](c2ccccc2)COC1=O	-1.0	7	-6	-3	-15	-3	0	7	1
CCNc1nc(SCC(N)=O)nc2sc3c(c12)CCN(C)C3	2.9	-6	3	-1	0	8	-2	-6	-6
CCN1CCN(C(CNS(=O)(=O)c2ccc(F)cc2)c2cccnc2)CC1 (configuration not stated)	0.6	-3	9	2	15	-1	-2	17	-9
CC(=O)N1CCN(c2ccc(NC(=O)c3ccc(C)cc3)cc2)CC1	0.5	-6	-2	-10	18	-5	1	-15	-1
O=[N+]([O-])c1cc(/C=N/N2CCN(C3c4ccccc4-c4ccccc43)CC2)ccc1Cl	1.1	21	14	0	12	-2	-3	-16	-1
N#Cc1ccc(S(=O)(=O)N2CCCN(c3nc4ccc(Cl)cc4s3)CC2)cc1	-1.6	13	1	-10	16	18	-4	4	-2
O=[N+]([O-])c1cc(S(=O)(=O)NCCCN2CCOCC2)ccc1Cl	0.9	-12	5	0	8	10	-2	17	-4
Cc1cccc(C)c1-n1c(C)cc(/C=N/NC(=O)c2ccncc2)c1C	-3.3	-3	-3	-2	12	5	-2	5	0
COc1ccc(Sc2nnc(-c3ccccc3)cc2C#N)cc1	0.4	-7	-5	1	26	-4	-2	1	10
CCC(C)/C(C)=N/NC(=O)CNS(=O)(=O)c1ccc([N+](=O)[O-])cc1 (configuration not stated)	2.9	7	-8	12	36	-19	-3	4	-9
O=C(Nc1ccc(F)cc1)c1cccc2c1C(=O)N(CC1CCCO1)C2 (configuration not stated)	-1.1	4	7	11	-14	-1	1	5	-1
Cc1c(N(CC(=O)O)S(=O)(=O)c2ccccc2)c(=O)n(-c2ccccc2)n1C	0.0	-7	1	5	4	-11	3	10	2
Cc1cc(=O)n(C(C)(C)C)c(=O)n1Cc1ccccc1	-1.9	4	-6	-16	-15	-3	-6	6	0
COc1ccc(Cl)cc1C(=O)NNC(=O)c1ccc(F)c(S(=O)(=O)N2CCOCC2)c1	-0.2	5	6	11	25	11	-2	5	5
O=S(=O)(Cc1ccccc1)NC1c2ccccc2Oc2ccccc21	.	11	5	.	.	11	.	.	-4
CCOc1ccc2c(c1)c1nnc(SCC3CCCO3)nc1n2C (configuration not stated)	1.1	-3	4	-16	12	13	0	-30	2
O=C(CSc1nc2cc(Cl)ccc2s1)NC1CCCc2ccccc21 (configuration not stated)	2.7	10	-9	-1	0	8	-4	12	3
COc1cc(CNc2ncnc3c2[nH]c2ccc(C)cc23)cc(OC)c1	1.4	24	31	14	31	6	-2	29	11
Cn1c(CN2CCN(C(=O)c3ccccc3)CC2)nc2cc([N+](=O)[O-])ccc21	-1.4	-10	-7	-6	16	-3	-2	-4	-10
CCOC(=O)c1cc2sccc2n1Cc1ccc(C#N)cc1	-0.4	8	1	4	35	21	1	-1	4
CC(C)OCCCNC(=O)c1cccc2c1C(=O)c1ccc(Cl)cc1S2(=O)=O	0.9	-3	-4	6	17	-1	-1	15	-1
Cc1sc(NC(=O)c2ccccc2F)c(CN2CCCCC2C)c1C (configuration not stated)	2.5	-6	-18	-54	-16	11	1	-81	0
CCC(=O)/C=C1/Sc2ccc(OC)cc2N1CC	0.2	1	-9	-21	-10	-6	-1	-4	0
CCOC(=O)/C(=N/Nc1ccc(Cl)cc1)Sc1nnnn1-c1ccc(C)cc1	-0.3	2	17	5	-13	15	-3	19	10
Nn1c(SCc2cn3ccsc3n2)nnc1-c1ccncc1	0.3	7	11	8	-26	-4	1	-10	-2
Cc1nn(-c2cccc(Cl)c2)c2nc(-c3ccncc3)cc(C(=O)N3CCOCC3)c12	1.7	9	5	-18	13	7	2	23	-12
Cc1cc(-c2cccnc2)c(C#N)c(SCC#N)n1	-1.1	-2	-5	1	32	10	5	18	-5
O=C(Cn1nc(-c2ccccc2)ccc1=O)Nc1ccc(NC(=O)c2ccccn2)cc1	22	-3	-3	-2	83*	9	28	-8	-2
CCN(CC)CCOC(=O)c1ccc(Cl)cc1Cl	-0.1	2	-4	-4	11	-2	-3	3	2
CS(=O)(=O)c1ccc(C(=O)N2CCc3ccccc3C2)cc1	1.0	-6	-9	11	-3	8	0	-10	-4
COC(=O)[C@H](Cc1ccccc1)NC(=O)NCc1cccs1	-0.8	2	3	8	-1	-16	-3	8	5
COc1cc(OC)cc(C(=O)OCC(=O)NCc2ccc3c(c2)OCO3)c1	-0.7	4	12	2	-22	3	-1	23	-6
CC1CCN(CCCN2C(=O)C3C(C(=O)Nc4ccc(Cl)cc4)C4C=CC3(O4)C2C(=O)NC2CCCCC2)CC1 (configuration not stated)	1.4	-8	5	-1	30	4	-2	8	3
C=CCOc1cccc(C2c3c(oc4ccc(F)cc4c3=O)C(=O)N2CCCN2CCOCC2)c1 (configuration not stated)	-3.2	1	0	-11	1	1	-4	0	-3
O=C(O)C1Cc2ccccc2CN1C(=O)COc1ccc(Br)cc1 (configuration not stated)	-1.8	6	11	4	7	2	1	13	-2
CCOC(=O)C1(CC2CC2)CCN(Cc2cc(Cl)c(O)c(OC)c2)CC1	-1.2	3	22	-5	7	-5	1	6	7
